Screening data from PubChem BioAssay.
HIF act = HIF pathway transcriptional activators, primary screen, cell-based, U2OS HRE-luciferase, luminescence | U2OS HRE-luciferase reporter; normalized: DMSO 0%, desferrioxamine 100% | activation, % at 7.5 µM (by protocol) | 300,000 compounds, 0.32% hits | AID 1910, 2009;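 active = mean activation of at least 10% of the iron chelator positive control signal, with at least half of replicates also reaching 10%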
TRPC6 inhibitor = mouse TRPC6 channel inhibitors, primary screen, cell-based, HEK293, membrane potential dye; ACh-evoked depolarization; hits give low values; B-score at 10 µM; Short transient receptor potential channel 6 (Mus musculus), Q61143; AID 2553, 2010; 310,000 compounds, 1.1% hits;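 active = B-score under library mean minus 3 SD, initial fluorescence not abnormally high, positive integrated signal ratio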;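 also: B-score derived from integrated fluorescence ratio over the kinetic read; more negative B-score means stronger inhibition of depolarization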
MrgX1 PAM = positive allosteric modulators of MrgX1, primary screen, HEK293 cells, Fluo-4 calcium flux. Mas-related G-protein coupled receptor member X1 (Homo sapiens), Q96LB2. FDSS; hits give high values. B-score at 10 µM. 310,000 compounds, 0.63% hits;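 active = plate-corrected calcium response at least 3 library SD above typical, normal starting fluorescence, not activating the receptor alone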;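 also: compound read alongside a low EC10 to EC30 dose of BAM8-22 agonist; peak minus trough fluorescence over baseline measured at the second addition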
Target sequence (Q96LB2 whole entry, looked up): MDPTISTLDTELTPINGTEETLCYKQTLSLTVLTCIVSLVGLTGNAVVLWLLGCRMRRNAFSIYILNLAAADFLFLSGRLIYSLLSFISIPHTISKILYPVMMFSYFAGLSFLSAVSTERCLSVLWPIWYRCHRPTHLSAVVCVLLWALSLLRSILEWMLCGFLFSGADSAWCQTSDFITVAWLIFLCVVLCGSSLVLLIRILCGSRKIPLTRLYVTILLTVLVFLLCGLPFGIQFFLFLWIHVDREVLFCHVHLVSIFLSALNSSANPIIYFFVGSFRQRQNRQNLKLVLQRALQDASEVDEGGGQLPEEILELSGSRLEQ
TRPC4 act = activators of mouse TRPC4 channel, primary screen, Fluo4 calcium, HEK293 TRPC4beta/mu-opioid cells | AID 2237, 2010 | B-score at 10 µM | 310,000 compounds, 0.49% hits | Fluo4 calcium fluorescence; hits give high values | Short transient receptor potential channel 4 (Mus musculus), Q9QUQ5;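 active = B-score above 5 SD of library B-scores, and initial fluorescence ratio not above library mean plus 5 SD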;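 also: positive B-score marks a calcium rise read as TRPC4 activation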
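Material: HEK293 stable line with TRPC4beta plus mu-opioid receptor; technique: Fluo4 calcium-sensitive dye fluorescence, kinetic, 1 Hz baseline; timing: Fluo4 dye loading 45 min at room temperature, 110 s recording; controls: assay buffer as low control, maximal DAMGO as high control; read-out: integrated baseline-normalised fluorescence ratio, converted to per-well B score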
TRPC6 activator = mouse TRPC6 channel activators, primary screen, cell-based, HEK293, membrane potential dye; HEK293-TRPC6 membrane potential dye fluorescence; hits give high values; B-score at 10 µM; 310,000 compounds, 0.13% hits;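 active = B-score of the integrated fluorescence ratio above library mean plus 3 SD, and starting fluorescence ratio within library mean plus 5 SD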;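 also: higher score means more depolarization so channel activation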
MrgX1 antag = antagonists of human MrgX1 receptor, primary screen, HEK293 cells, Fluo-4 calcium flux; Mas-related G-protein coupled receptor member X1 (Homo sapiens), Q96LB2; BAM8-22 antagonism; hits give low values; B-score at 10 µM; 310,000 compounds, 1.3% hits; AID 588676, 2011;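 active = calcium-response B-score plate-corrected more than 3 library SD below zero, starting fluorescence within 5 deviations, no agonist response on first addition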;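 also: peak minus trough fluorescence over baseline after final BAM8-22 challenge near maximal dose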
PolyA inhibitor = polyadenylation inhibitors in yeast reporter cells, primary screen, luminescence, S. cerevisiae; 300,000 compounds, 0.02% hits; calls only at 12 µM; AID 1875, 2009; S. cerevisiae SKY197-pL101 polyadenylation reporter, beta-gal luminescence; efflux-impaired pdr1/pdr3 knockout yeast; score 100 = 6 SD above DMSO;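 active = lowest replicate activity score at least 50, where 100 means six control SD above control mean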;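 also: yeast exposed to compound for 9 h at 30 °C; higher score means more reporter readthrough which indicates perturbed polyadenylation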
AI-2 QS modul = Vibrio harveyi AI-2 quorum sensing modulators, primary screen, JMH597 strain, luminescence/OD600 ratio. Vibrio harveyi JMH597 AI-2 luminescence/OD600 ratio, 9 h; hits give low values; strain lacks LuxN and CqsS sensors; 0 = neutral-control median. activity change, % at 7.5 µM. 300,000 compounds, 0.4% hits. AID 2094, 2009; in the data active = activity change below about -75%, passing the limit was not always enough;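 also: luminescence divided by OD600 gain over 9 h not by final OD600 alone; inactives centre near 13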
MrgX1 ag = agonists of human MrgX1 receptor, primary screen, HEK293 cells, Fluo-4 calcium flux; Mas-related G-protein coupled receptor member X1 (Homo sapiens), Q96LB2; Fluo-4 calcium fluorescence, agonist mode; hits give high values; B-score at 10 µM; 310,000 compounds, 0.44% hits;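 active = calcium response B-score plate-corrected fluorescence ratio at least 3 library SD, with starting fluorescence B-score inside 5 SD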
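Test system: HEK293 cells stably expressing human MrgX1 receptor; Input: fifteen thousand cells per well; Dosing: compound delivered in addition one of three; Schedule: overnight seeding, then 1 h dark dye loading; Technique: Fluo-4 NW calcium fluorescence; Measure: B-scored fluorescence response ratio; Controls: positive and negative controls per plate.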
TRPC4 PAM = positive allosteric modulators of TRPC4, primary screen, cell-based, mouse TRPC4beta, HEK293 mu-opioid, Fluo-4 calcium. DAMGO EC20, Fluo-4 Ca2+ flux; hits give high values. Short transient receptor potential channel 4 (Mus musculus), Q9QUQ5. 310,000 compounds, 0.42% hits. B-score at 10 µM;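 active = B-score of calcium response area above 5 SD of library B-scores, with initial fluorescence ratio within 5 SD of library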;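 also: B-score of integrated fluorescence ratio over time as area under calcium response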
TRPC4 inh = inhibitors of mouse TRPC4 channel, primary screen, Fluo4 calcium, HEK293 TRPC4beta/mu-opioid cells | DAMGO-evoked Fluo4 calcium flux; hits give low values | B-score at 10 µM | AID 2247, 2010 | 300,000 compounds, 0.39% hits | Short transient receptor potential channel 4 (Mus musculus), Q9QUQ5;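 active = B-score over 3 SD under the library average, no early fluorescence shift, positive overall ratio signal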
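test system = HEK293 cells with stable TRPC4beta plus mu-opioid receptor expression | detection = Fluo4 Ca2+ flux fluorescence | read-out = integrated fluorescence ratio relative to baseline, converted to per-well B score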
An asterisk follows results filed as active; i = inactive; . = not tested or not shown. The list is partial, so the mix of outcomes need not match the whole.

The line under a structure holds: HIF act	TRPC6 inhibitor	MrgX1 PAM	TRPC4 act	TRPC6 activator	MrgX1 antag	PolyA inhibitor	AI-2 QS modul	MrgX1 ag	TRPC4 PAM	TRPC4 inh
Cc1c(Cl)cnc(NC(=O)COC(=O)Cc2coc3ccc4ccccc4c23)c1Cl
    -0.2	i	i	i	i	i	i	11	i	i	i
CCCS(=O)(=O)N1CCN(C(=O)c2cc(OC)cc(OC)c2)CC1
    .	i	i	i	i	i	i	28	i	i	i
O=S(=O)(c1ccccc1C(F)(F)F)N1C=CC(C(F)(F)F)=NCC1
    .	i	.	i	i	.	i	17	.	i	i
Cc1ccc(OCC(O)CN2C(=O)NC(C)(C)C2=O)c(C)c1 (configuration not stated)
    -0.2	i	i	i	i	i	i	24	i	i	i
O=S(=O)(Nc1ccc(-c2nc3cccnc3s2)cc1)c1cccs1
    1.6	i	i	i	i	i	i	38	i	i	i
CCOc1ccc(NC(=O)c2ccccc2OCC(=O)c2ccccc2)cc1
    2.1	i	i	i	i	i	i	9	i	i	i
CCOc1ccc2nc(NC(=S)NCc3ccccc3)sc2c1
    2.2	i	i	i	i	i	i	25	i	i	i
Nc1ccccc1SC1CC(=O)N(c2ccc3c(c2)OCO3)C1=O (configuration not stated)
    1.6	i	i	i	i	i	i	13	i	i	i
CN(C)Cc1c(C(=O)N/N=C/c2cccc3ccccc23)nnn1-c1nonc1N
    0.4	i	i	i	i	i	i	18	i	i	i
CCC(C)(C)N=C(NC#N)Nc1cccnc1
    -0.2	i	i	i	i	i	i	21	i	i	i
CC(NC(=O)c1ccc(C23CC4CC(CC(C4)C2)C3)cc1)C(=O)O (configuration not stated)
    0.2	i	i	i	i	i	i	31	i	i	i
O=C(NCc1cccnc1)c1ccc([N+](=O)[O-])o1
    0.0	i	i	i	i	i	i	-109*	i	i	i
Cc1ccc2oc(C(=O)NCC3CCOCC3)c(C)c2c1
    0.8	i	i	i	i	i	i	11	i	i	i
Cc1cc(Cl)c(S(=O)(=O)Nc2ccc3c(c2)OCO3)cc1OCC(N)=O
    -1.4	i	i	i	i	i	i	16	i	i	i
Cc1cc(C)c(C)c(OCCN2CCOCC2)c1
    0.8	i	i	i	i	i	i	7	i	10*	i
CC1CC2(CC(C)(C(=O)CSc3nc4ccccc4s3)OC2=O)C(=O)O1 (configuration not stated)
    0.4	i	i	i	i	i	i	23	i	i	i
CCC(C)[C@H](Nc1nc(-c2ccccc2)nc2c1oc1ccccc12)C(=O)O (some centres not stated)
    -0.2	i	i	i	i	i	i	24	i	i	-6*
O=C(Nc1ccc(Cl)cc1)c1ccc2c(c1)OCO2
    3.9	i	i	i	i	i	i	12	i	i	i
Cc1cc(/C=C2/C(=N)N3C(=NC2=O)SN=C3S(C)(=O)=O)c(C)n1-c1ccccc1F
    0.9	i	11*	i	i	i	i	32	i	i	-6*
COc1cc(C(=O)NCC(=O)OCC(=O)c2ccc[nH]2)cc(OC)c1OC
    -0.5	i	i	i	i	i	i	14	i	i	i
O=C(NC(=S)Nc1cccc(NC(=S)NC(=O)c2ccco2)n1)c1ccco1
    0.2	i	i	i	i	i	i	7	i	i	i
CCCCCC1(C(=O)OCC)CC(CSC(=N)N)OC1=O (configuration not stated)
    0.5	i	i	i	i	i	i	8	i	i	i
COc1ccc(CCNC(=O)CN(C)S(=O)(=O)c2ccc3nc(C)sc3c2)cc1OC
    -0.2	i	i	i	i	i	i	19	i	i	i
NC(=O)NC(=O)CSc1nc(-c2ccccc2)c(-c2ccccc2)n1CC1CCCO1 (configuration not stated)
    -0.2	i	i	i	i	i	i	6	i	i	i
CCCNC(=O)COC(=O)c1ccc(-c2ccccc2)cc1
    -0.4	i	i	i	i	i	i	14	i	i	i
O=C(c1ccccc1)c1c[nH]c(C(=O)NNc2cccc(Cl)n2)c1
    0.3	i	i	i	i	i	i	6	i	i	i
Cc1ccccc1NC(=O)c1sc2nc(N3CCOCC3)c3c(c2c1N)CCCC3
    0.9	i	7.2*	i	i	i	i	34	i	i	i
CCOc1ccccc1C(=O)N(CN1CCCC1=O)c1ccc(C)c(Cl)c1
    0.7	i	i	i	i	i	i	0	i	i	i
Cc1cc(OCC(=O)NCCCN2CCCC2=O)c2c(C)cc(=O)oc2c1
    0.5	i	i	i	i	i	i	10	i	i	i
Cc1nc(C)c(C(=O)O)c(-c2ccsc2)c1C(=O)O
    2.1	i	i	i	i	i	i	20	i	i	i
CC(NO)C(C)(C)NO (configuration not stated)
    0.0	i	i	i	i	i	i	-8	i	i	i
CCCCOc1ccc(C(=O)OC(C)CN(C)C)cc1 (configuration not stated)
    0.0	i	i	i	12*	i	i	6	i	i	i
CC(OC(=O)CN1C(=O)c2ccccc2C1=O)C(=O)NCc1ccccc1 (configuration not stated)
    -0.2	i	i	i	i	i	i	-7	i	i	i
CCc1ccccc1NC(=O)CN(C)C(=O)CN1C(=O)NC2(CCCCCC2)C1=O
    0.1	i	i	i	i	i	i	19	i	i	i
Cc1ccccc1CC1(CO)CCCN(C(=O)c2cc(Cl)ccc2F)C1 (configuration not stated)
    0.0	i	i	i	i	i	i	12	i	i	i
COc1ccc(N2CC(C(=O)NCc3nnnn3-c3ccc(C)c(C)c3)CC2=O)cc1 (configuration not stated)
    -0.3	i	i	i	i	i	i	17	i	i	i
CC(=O)c1ccc(-n2cc(-c3ccc(C(C)(C)C)cc3)[n+]3c2SCCC3)cc1
    0.0	i	i	i	i	i	i	2	i	i	i
CCNc1ccc(S(=O)(=O)N(C)C)cc1[N+](=O)[O-]
    0.0	i	i	i	i	i	i	24	i	i	i
COCCSc1ccccc1C(=O)N1CCc2ccccc2C1
    -0.3	i	i	i	i	i	i	16	i	i	i
O=C(CSc1nnc(-c2ccncc2)n1CC1CCCO1)Nc1nccs1 (configuration not stated)
    -0.1	i	i	i	i	i	i	13	i	i	i
COc1ccc(N2CC(C(=O)NC3CCCCC3)CC2=O)cc1 (configuration not stated)
    -3.4	i	i	i	i	i	i	-3	i	i	i
O=[N+]([O-])c1ccc(Sc2n[nH]c(-c3ccco3)n2)nc1
    0.0	i	i	i	i	i	i	45	i	i	i
COCCn1c(C)nc2oc3ccc(Br)cc3c(=O)c2c1=O
    -7.9	i	i	i	i	i	i	26	i	i	i
O=C(CSCc1ccc([N+](=O)[O-])cc1)NCCSCc1ccccc1
    -0.5	i	i	i	i	i	i	6	i	i	i
CCc1c(O)nc(SCC(N)=O)n(-c2ccccc2F)c1=O
    0.0	i	i	i	i	i	i	-7	i	i	i
Cc1ccc(NC(=O)c2sc(Cl)nc2C)c(C)c1
    -0.4	i	i	i	i	i	i	10	i	i	i
Cc1ccc(SCC(=O)Nc2ccccc2C(=O)O)cc1
    1.9	i	i	i	i	i	i	7	i	i	i
Cn1c(CNC(=O)c2ccc(Cl)cc2)nnc1SCC(=O)NC1=NCCS1
    -0.1	i	i	i	i	i	i	32	i	i	i
O=C(OCc1cccc(F)c1)c1cc2ccccc2cc1O
    -0.7	i	i	i	i	i	i	-12	i	i	i
O=C(COc1ncnc2sccc12)NC1CCCc2ccccc21 (configuration not stated)
    0.2	i	i	i	i	-7.4*	i	37	i	i	i
CC(=O)c1cccc(NS(=O)(=O)c2ccc3c(c2)oc(=O)n3C)c1
    0.0	i	i	i	i	i	i	9	i	i	i
CCN(CC(=O)Nc1cccc(OC)c1)C(=O)c1cnc(Cl)c(Cl)c1
    -1.0	i	i	i	i	i	i	24	i	i	i
O=C(C(=O)N1CCCCCC1)c1c[nH]c2ccccc12
    0.9	i	i	i	i	i	i	-31	i	i	i
CCOC(=O)C1=C(C)OC(N)=C(C#N)C1c1ccsc1 (configuration not stated)
    0.0	i	i	i	i	i	i	-12	i	i	i
O=C(Nc1ccccc1C(=O)N/N=C/c1ccccc1)c1ccco1
    0.8	i	i	i	i	i	i	1	i	i	i
CCOc1ccc(NS(=O)(=O)c2cc(OC)ccc2OC)cc1
    0.0	i	i	i	i	i	i	29	i	i	i
O=C(O)CCC(=O)NNC(=O)CCC1CCCCC1
    -0.2	i	i	i	i	i	i	10	i	i	i
CCOC(=O)N1CCc2c(sc(NC(=O)CN(CC)CC)c2C#N)C1
    0.5	i	i	i	i	i	i	-6	i	i	i
Cc1ccc(NC(=O)CSc2nc3c([nH]c4ccccc43)c(=O)n2C)cc1
    -0.1	i	i	i	i	i	i	16	i	i	i
COc1ccc(N2CCN(C(=O)c3ccc4c(c3)[nH]c(=S)n3c5ccccc5nc43)CC2)cc1
    -0.1	i	i	i	i	i	i	7	i	i	i

Next section.
The line under a structure holds: HIF act	TRPC6 inhibitor	MrgX1 PAM	TRPC4 act	TRPC6 activator	MrgX1 antag	PolyA inhibitor	AI-2 QS modul	MrgX1 ag	TRPC4 PAM	TRPC4 inh
OCC1CCCCN1C(=S)Nc1ccc(Cl)cc1Cl (configuration not stated)
    1.4	i	i	i	i	i	i	16	i	i	i
Nc1nnc(-c2cccc([N+](=O)[O-])c2)o1
    0.3	i	i	i	i	i	i	15	i	i	i
Cc1ccc2c(CSc3nnc(C4CC4)n3N)cc(=O)oc2c1
    0.3	i	i	i	i	i	i	12	i	i	i
O=C(Nc1cccc(O)c1)c1noc2c1CCc1ccccc1-2
    -1.8	i	i	i	i	i	i	25	i	i	i
